Screens: PubChem BioAssay, National Center for Advancing Translational Sciences (NCATS)
ASM inhibitor = blocks human secretory acid sphingomyelinase; Potency, µM (titrated, usually from 57.5 µM), inactives show at the top dose activity change, negative = inhibition, actives largely listed as inhibitors; 340,000 tested, 0.006% active; P17405; placental ASM, HMU-PC fluorogenic substrate, 60 min; further: potency means the concentration at half of the fitted maximal effect
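Human placenta-derived ASM preincubated with compound 10 min at room temperature, then reacted with 9 uM (final) fluorogenic HMU-PC substrate for 60 min at 37 C. Stop solution raises pH to 10; fluorescence read at Ex 386/Em 447 nm.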
USP2a inh = USP2a (human) protease inhibition; AID 463254; USP2 core, Ub-CHOP2 coupled fluorogenic reporter, 485/531; O75604; Potency, µM (doses to about 38.3 µM), inactives show at the top dose activity change, negative = inhibition, actives largely listed as inhibitors; 330,000 tested, 0.01% active;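 further: potency means the concentration at half of the fitted maximal effect; plate controls were DMSO wells for no effect and full inhibition by NEM control for full effect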
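USP2 core (10nM final) preincubated 30min RT with compound in 20mM Tris-HCl pH 8.0, 2mM CaCl2, 2mM beta-mercaptoethanol, 0.05% CHAPS; 25nM Ub-CHOP2 plus 25nM reporter substrate added, fluorescence (Ex485/Em531) read after 60min.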
BCR signal inh = chronic active BCR signaling inhibition. ABC-DLBCL IkBa-CBG/CBR reporter, luminescence ratio, 4 h. Potency, µM (highest dose often 46.1 µM), without a hit: at the highest dose ratio change, negative = lower green/red ratio, usual class: inhibitors. 340,000 tested, 0.05% active. AID 493014; active means well fitted inhibition curve with a large enough effect in the signal ratio, with a control signal flat, not every such curve was filed as active; inconclusive means small, poorly fitted or top-dose-only effect, or effect the other way, or a change in a side signal; the % refers to the signal ratio;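 further: potency means the concentration at half of the fitted maximal effect; plate controls were basal doxycycline-induced cells for no effect and cells given 10 µM MG132 for full effect; MG132 reads +100%, hits lower the ratio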
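TMD8 ABC-DLBCL cells carrying doxycycline-inducible green luciferase fused to IkappaBalpha plus unfused red luciferase were exposed to compounds (up to 46 uM) for 4 hrs at 37C. Activity came from the overlap-corrected green/red luminescence ratio.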
TSHR antagonist = antagonists of human thyroid stimulating hormone receptor; 330,000 tested, 0.2% active; P16473; activity change, negative = inhibition, % at 11.5 µM; TSHR-expressing cells, TSH-stimulated cAMP HTRF, 2 h; hits give low values;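 active means activity change below a set negative limit, meaning inhibition stronger than a set level, cut at about -70% in these data; inconclusive means activity change between two set negative limits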; further: on the % scale 0 is the no-effect control and ±100 the full control effect
Target sequence (P16473 whole entry, looked up): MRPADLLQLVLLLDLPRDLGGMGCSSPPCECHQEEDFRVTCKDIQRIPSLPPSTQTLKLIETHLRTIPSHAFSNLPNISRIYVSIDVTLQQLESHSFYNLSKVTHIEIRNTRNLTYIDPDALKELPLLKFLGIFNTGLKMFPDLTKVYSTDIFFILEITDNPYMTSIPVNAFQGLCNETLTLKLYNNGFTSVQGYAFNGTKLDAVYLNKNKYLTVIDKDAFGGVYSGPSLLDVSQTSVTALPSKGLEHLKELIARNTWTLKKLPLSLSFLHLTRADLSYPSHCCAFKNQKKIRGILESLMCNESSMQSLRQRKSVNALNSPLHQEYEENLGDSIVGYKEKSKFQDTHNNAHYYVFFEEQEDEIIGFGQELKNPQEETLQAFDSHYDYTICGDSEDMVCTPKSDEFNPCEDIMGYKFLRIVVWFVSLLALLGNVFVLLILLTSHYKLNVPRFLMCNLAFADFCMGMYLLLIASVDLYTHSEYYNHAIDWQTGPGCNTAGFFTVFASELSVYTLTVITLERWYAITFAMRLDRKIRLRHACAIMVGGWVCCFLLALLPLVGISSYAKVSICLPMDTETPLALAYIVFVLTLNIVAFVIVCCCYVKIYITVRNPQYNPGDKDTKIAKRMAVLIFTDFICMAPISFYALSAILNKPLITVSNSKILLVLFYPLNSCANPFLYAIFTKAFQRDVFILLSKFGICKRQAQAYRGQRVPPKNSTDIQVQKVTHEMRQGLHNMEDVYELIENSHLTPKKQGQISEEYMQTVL
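Cell-based HTRF cAMP assay; TSHR cells + compound, TSH EC80 (4nM final), 2 h, 37 deg C. Lysis with anti-cAMP cryptate and cAMP-d2, 30 min RT, read 665/620 nm.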
Mito fusion act = blocks mitochondrial division or promotes mitochondrial fusion | Potency, µM (top dose mostly 46.1 µM), without a hit: top-dose growth rescue (activation), most hits filed as activators | S. cerevisiae fusion-defective mutant growth rescue, CellTiterGlo 48 h | 320,000 tested, 0.23% active;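 further: potency means the concentration at half of the fitted maximal effect; % of control where 0% means no effect; nearly all actives have a fitted effect of over 45% in size; temperature-sensitive fusion mutants such as fzo1-1 at 37 °C on non-fermentable ethanol glycerol medium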
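Compounds are tested for their ability to restore growth of mitochondrial fusion-defective yeast strains at non-permissive 37C in YPEG medium over 48 hours. Viability is quantified by luciferase luminescence.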
PKM2 activator = activators of human pyruvate kinase M2. purified PKM2, Kinase-Glo ATP luminescence, activation; response scale: 0% is enzyme alone, no compound. 260,000 tested, 0.34% active. AID 1631. P14618. Potency, µM (doses to about 57.5 µM), for the others: top-dose activation, usual class: activators; further: potency means the concentration at half of the fitted maximal effect; on the % scale 0 is the no-effect control and ±100 the full control effect; nearly all actives have a fitted effect of over 55% in size
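Purified hPK-M2 (>95%) run at intermediate activity with 0.1 mM ADP and 0.5 mM PEP in 50 mM imidazole pH 7.2, KCl, MgCl2; 1 h room temperature. ATP formed read by Kinase-Glo luminescence; normalized to uninhibited and no-enzyme controls.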
Eya2 inh = blocks the phosphatase activity of human Eya2 | O00167 | recombinant Eya2, OMFP fluorescence dephosphorylation (OMFP is methylfluorescein phosphate) | Potency, µM (series often up to 76.9 µM), inactives show top-dose activity, negative = inhibition, most hits filed as inhibitors | 330,000 tested, 0.006% active | AID 488837; further: potency means the concentration at half of the fitted maximal effect; on the % scale 0 is the no-effect control and ±100 the full control effect
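Eya2 protein (added as 0.2 uM solution) was preincubated with compound for 10 min at ambient temperature in 50 mM HEPES pH 7.5, 50 mM NaCl, 5 uM MgCl2, 0.05% BSA, 1 mM DTT. OMFP (added at 50 uM) then reacted 10 min; fluorescence read at 485/525 nm.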
Menin MLL FP TR = inhibitors of human menin-MLL interaction, mutant MLL peptide | O00255 | Menin + Texas Red MLL mutant peptide, fluorescence polarization | Potency, µM (titrated, usually from 61.6 µM), for inactives: at the top dose FP activity change, negative = inhibition, usual class: inhibitors | 270,000 tested, 0.23% active | AID 1768; active means well fitted inhibition curve with a large enough effect in the polarisation, with a control signal flat, not every such curve was filed as active; inconclusive means small, poorly fitted or top-dose-only effect, or effect the other way, or a change in a side signal; inactive means no such curve, though single readings can be large or run the other way; the % refers to the polarisation; further: potency means the concentration at half of the fitted maximal effect; % of control where 0% means no effect; many of its hits are not listed in these tables
MBNL1 CUG block = inhibitors of human MBNL1 binding to CUG repeat RNA. Q9NR56. TR-FRET MBNL1-His/biotin-(CUG)12 binding, 665/545 ratio. Potency, µM (top dose mostly 57.5 µM), without a hit: at the top dose activity change, negative = inhibition, hits mostly inhibitors. 280,000 tested, 0.036% active. AID 2675; active means well fitted inhibition curve with a large enough effect in the signal ratio, with a control signal flat, not every such curve was filed as active; inconclusive means small, poorly fitted or top-dose-only effect, or effect the other way, or a change in a side signal; inactive means no such curve, though single readings can be large or run the other way; the % refers to the signal ratio; further: potency means the concentration at half of the fitted maximal effect; on the % scale 0 is the no-effect control and ±100 the full control effect
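Compound titration spanned 92 nM–58 uM against the MBNL1-His/biotin-(CUG)12 complex. After 60 min at room temperature with 5 nM streptavidin-XL665 and 0.055 ng/ul terbium anti-His, ratiometric 665/545 nm emission (Ex 340 nm) normalized to controls.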
GALK inhibitor = inhibitors of human galactokinase | Purified GALK, Kinase-Glo residual ATP luminescence | Potency, µM (highest dose often 57.5 µM), for the others: at the highest dose activity change, negative = inhibition, actives largely listed as inhibitors | AID 1868 | 270,000 tested, 0.007% active; further: potency means the concentration at half of the fitted maximal effect; on the % scale 0 is the no-effect control and ±100 the full control effect
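Luminescence from leftover ATP (Ultra-Glo luciferase/luciferin) served as read-out after a 1 h room-temperature reaction of 5 nM GALK with 35 uM ATP and 100 uM galactose.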
hERG WT inh = blocks the wildtype human KCNH2 potassium channel; Q12809; U2OS, BacMam KCNH2, thallium flux FluxOr; hits give low values; activity change, % at 1.84 µM; 340,000 tested, 0.37% active; AID 720551;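 active means maximum activity change below -70%; inconclusive means maximum activity change between -70% and -50%; inactive means maximum activity change above -50%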; further: on the % scale 0 is the no-effect control and ±100 the full control effect
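U2OS cells transduced with wild-type KCNH2 virus are loaded with FluxOr dye for 45 min, and thallium flux is measured in kinetic reads before and after stimulation buffer. Rate constants are normalized to DMSO controls.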
Starred values were filed as active, the others as inactive; i = inactive; ? = inconclusive; / = no result given; [ ] = remark or other dose. Unless noted, the call rests on the fitted dose curve; in most records, active means well fitted curve in the direction sought with a large enough effect; inconclusive means small, poorly fitted or top-dose-only effect, or another doubt; inactive means no such curve, though single readings can be large; an effect the other way counts as inactive or inconclusive. Only part of the results is shown. The share of hits here may be higher or lower than overall.

SMILES | ASM inhibitor | USP2a inh | BCR signal inh | TSHR antagonist | Mito fusion act | PKM2 activator | Eya2 inh | Menin MLL FP TR | MBNL1 CUG block | GALK inhibitor | hERG WT inh
CCOC(=O)NC(Nc1sc2c(c1C(=O)OC)CCN(C)C2)(C(F)(F)F)C(F)(F)F | 46%[activator] | 3% | -2% | 4 | 5% | -4% | 15% | 1% | 5% | 1% | 19
COc1ccc(C(=O)NCCS(=O)(=O)NCc2ccccc2OC)cc1 | -2% | 0% | -7% | 5 | 0% | / | -15% | / | / | / | -6
CCOc1ccc(NC(=O)Cc2c(C(=O)O)n(C)c3ccccc23)cc1 | 4% | 2% | -1% | -4 | -10% | / | -5% | 24% | -14% | -4% | -4
CC1(C)Cc2c(cnn2-c2cccc(F)c2)C(NC(=O)CCc2cnccn2)C1 (stereo not drawn) | -2% | 1% | 4% | 33 | -19% | / | 7% | -27% | -2% | -1% | -9
CCN(CC)CCCNC(=O)c1cn(C)c(=O)c2c1c1ccccc1n2C | 8% | -6% | -1% | 29 | 0% | / | 4% | -27% | 1% | -1% | 17
CCOc1cccc(-c2nnc3sc(COc4ccc(C)cc4)nn23)c1 | -14% | -1% | 2% | -13 | -1% | -2% | -3% | -2% | 3% | 3% | 3
CC(=O)Oc1ccc2oc(/C=C/N(C)C)c([N+](=O)[O-])c2c1 | -7% | -1% | 1% | -17 | 2% | -13% | 2% | 13% | ? | 0% | -6
NC(=O)CSC1=Nc2ccccc2C2=NC(c3ccccc3)C(=O)N12 (stereo not drawn) | 108%[activator] | -1% | 0% | 0 | 2% | -1% | -15% | -19% | -2% | -2% | -3
O=C(NNS(=O)(=O)c1ccc(F)cc1)c1ccc([N+](=O)[O-])cc1Cl | 7% | 0% | -7% | 12 | 1% | 0% | 1% | 1% | ? | 0% | 2
CC(=NCCc1c(C)[nH]c2ccc(OCc3ccccc3)cc12)C1=C(O)CC(c2ccccc2)CC1=O (stereo not drawn) | -5% | 1% | 3% | -4 | 2% | -12% | 4% | 7% | / | 9% | 56
COc1ccc(C2NC(=O)NC(O)(C(F)(F)F)C2C(=O)c2ccccc2)cc1OC (stereo not drawn) | 1% | 1% | 0% | 9 | 1% | -6% | -21% | 2% | -2% | 2% | -19
CCOC(=O)c1sc(S(C)(=O)=O)c2c1CCc1conc1-2 | -1% | 2% | 13% | -4 | -2% | ? | 15% | / | ? | / | 1
CS(=O)(=O)N1N=C(c2ccc(Cl)cc2)CC1c1cccs1 (stereo not drawn) | 3% | -2% | 13% | -6 | 0% | 2% | 6% | 5% | 11% | 2% | 0
CC(=O)N1c2ccc(S(=O)(=O)NCCC(=O)Nc3ccccc3C)cc2CC1C (stereo not drawn) | -2% | 1% | -7% | -133* | -2% | / | -7% | 10% | -14% | 8% | 3
CC(C)[C@H](NC(N)=O)C(=O)Nc1ccc2c(c1)CCC2 | 2% | 1% | ? | -10 | 1% | -3% | -23% | 9% | -6% | -5% | -7
CC(=O)NC(CCS(C)(=O)=O)C(=O)Nc1nccs1 (stereo not drawn) | 3% | -1% | -2% | 27 | 1% | -1% | -7% | 25% | -6% | -2% | 0
CCCCn1nnc(NC(=O)c2cc3ccccc3o2)n1 | 2% | 1% | 2% | 5 | -4% | -6% | 29% | 0% | -3% | 0% | -4
CCc1c(C2(O)CCCCC2)[nH]c2c(C(=O)OC)cc(Cl)cc12 | 16% | -10% | ? | -6 | -27% | 0% | -15% | 42%[activator] | -6% | / | -4
O=C(CNC(=O)c1ccc(Cl)cc1Cl)NCc1ccccn1 | -2% | 3% | -1% | -1 | 0% | / | -15% | / | / | / | -2
Cc1ccnn1CC(=O)N/N=C/c1cccs1 | 2% | 2% | 0% | 9 | -1% | -2% | 12% | -2% | 8% | 1% | 0
COc1ccccc1-c1sc2cc3c(cc2c1-c1ccc2c(c1)OCO2)OCO3 | -22% | -1% | ? | -1 | 9% | / | -3% | / | / | / | -8
COC(=O)c1sccc1NC(=O)CN(C)NS(=O)(=O)c1ccc([N+](=O)[O-])cc1 | 0% | 2% | -2% | 7 | 3% | 2% | -8% | -22% | ? | -3% | -10
COC(=O)c1ccc(Oc2c(C(F)(F)F)oc3c(CN4CCN(C)CC4)c(O)ccc3c2=O)cc1 | -2% | -4% | -5% | 65 | 4% | -11% | ? | 16% | 12% | 4% | -1
O=C(CCCC(=O)N(CC(=O)NC1CCCC1)Cc1ccccc1)Nc1ccccn1 | -1% | -4% | ? | 23 | -5% | -8% | -17% | 2% | -6% | 3% | -1
CN(C)c1ccnc(-n2cccc2/C=N/OCc2cccc(F)c2)c1C#N | 0% | 5% | 8% | -1 | 4% | 6% | 12% | 2% | 4% | 2% | 1

Single records, as listed above. Values in the order: ASM inhibitor, USP2a inh, BCR signal inh, TSHR antagonist, Mito fusion act, PKM2 activator, Eya2 inh, Menin MLL FP TR, MBNL1 CUG block, GALK inhibitor, hERG WT inh
Record of Cc1ccnn1CC(=O)N/N=C/c1cccs1 → 2%, 2%, 0%, 9, -1%, -2%, 12%, -2%, 8%, 1%, 0
Record of CC1(C)Cc2c(cnn2-c2cccc(F)c2)C(NC(=O)CCc2cnccn2)C1 (stereo not drawn) → -2%, 1%, 4%, 33, -19%, /, 7%, -27%, -2%, -1%, -9

The list continues:
SMILES | ASM inhibitor | USP2a inh | BCR signal inh | TSHR antagonist | Mito fusion act | PKM2 activator | Eya2 inh | Menin MLL FP TR | MBNL1 CUG block | GALK inhibitor | hERG WT inh
O=C(NN=C1CCCCCC1)c1cccs1 | 7% | 1% | ? | -1 | 2% | -5% | 11% | 9% | 4% | 4% | 8
CC(C)NC(=O)N(C)C[C@H]1Oc2ccc(NS(=O)(=O)c3cn(C)cn3)cc2C(=O)N([C@H](C)CO)C[C@@H]1C | -19% | 2% | 4% | -3 | / | / | -3% | / | / | / | -5
CSc1ccc(/C=N\NC(=O)CNc2ccc(C)cc2)cc1 | ? | -3% | 11% | 14 | -2% | -2% | -7% | 49%[activator] | -4% | 6% | 24
Cc1cccc(NC(=O)C2CCCC2)c1 | 1% | 2% | -8% | -4 | 5% | 0% | -11% | 0% | -12% | 2% | -3
O=C(CSc1nncc(=O)[nH]1)Nc1cccc([N+](=O)[O-])c1 | 1% | -1% | -2% | 6 | 1% | 2% | 7% | 20% | ? | -6% | 3
COc1ccc(Cn2nnnc2C(c2cc3ccc(OC)cc3[nH]c2=O)N2CCCCCC2)cc1 (stereo not drawn) | 38% | 2% | 3% | 3 | 0% | 1% | 10% | 7% | ? | 5% | -1
CN(C)/C(=N\S(=O)(=O)c1ccc(Br)cc1)c1ccccc1 | -5% | 0% | 2% | 9 | 2% | 0% | 10% | 3% | -1% | -3% | 15
COc1ccc(/C=C/c2cc(-c3ccc(C)cc3)o[n+]2C)cc1 | 309%[activator] | 3% | ? | -6 | -9% | 4% | 8% | ? | 13% | / | 6
O=C(COC(=O)c1cccc(S(=O)(=O)N2CCCCCC2)c1)NCc1ccc(Cl)cc1 | -4% | 3% | -4% | 10 | 5% | / | -34% | / | / | / | -2
CCCN1CCN(CCCNC(=O)c2cc3c(s2)-c2ccccc2OC3)CC1 | i | 2% | ? | -72* | -4% | / | 0% | 4% | ? | -2% | 34

Among those listed so far, two contain a furan ring, fused or not.
SMILES | ASM inhibitor | USP2a inh | BCR signal inh | TSHR antagonist | Mito fusion act | PKM2 activator | Eya2 inh | Menin MLL FP TR | MBNL1 CUG block | GALK inhibitor | hERG WT inh
CC(=O)Oc1ccc2oc(/C=C/N(C)C)c([N+](=O)[O-])c2c1 | -7% | -1% | 1% | -17 | 2% | -13% | 2% | 13% | ? | 0% | -6
CCCCn1nnc(NC(=O)c2cc3ccccc3o2)n1 | 2% | 1% | 2% | 5 | -4% | -6% | 29% | 0% | -3% | 0% | -4
